Assay outcomes as filed in PubChem BioAssay.
NCI-60 one-dose screen, 48 h, at 10 µM unless noted. Numbers give growth in % (100 = growth as untreated, 0 = no growth, -100 = all killed).
OVCAR-5: OVCAR-5 ovarian cancer; 82,000 tested, 2.9% active; AID 1794783
SN12C: SN12C renal cancer cells; 81,000 tested, 3.8% active
NCI/ADR-RES: NCI/ADR-RES ovarian cells. 81,000 tested, 4.4% active. AID 1794790
OVCAR-3: OVCAR-3 ovarian cancer; AID 1794787; 79,000 tested, 7% active
IGROV1: IGROV1 ovarian cancer; AID 1794786; 79,000 tested, 4.7% active
SK-OV-3: SK-OV-3 ovarian cancer cells; AID 1794785; 80,000 tested, 3.2% active
NCI-H226: NCI-H226 lung cancer. 79,000 tested, 3.5% active
NCI-H23: NCI-H23 lung cancer | 80,000 tested, 4% active
OVCAR-4: OVCAR-4 ovarian cancer cells; 80,000 tested, 3.7% active; AID 1794784
* = called active by the depositor; · = no result given; & = joins results of further samples. The calls were made as follows: active = growth percent below 10; inactive = the rest. Random draw from the library; any-hit rate near 9.4%.

(1) Cc1ccc(OC(=O)c2ccccc2)cc1C
(2) O=C(Nc1cccc(Cl)c1)c1ccc(Cl)cc1Cl
(3) CC[C@H](Nc1ncnc2nc[nH]c12)c1nc2cccc(NCc3ccc(C(=O)NO)o3)c2c(=O)n1-c1ccccc1
(4) NCCOc1ccccc1/C=C1\c2ccccc2-c2ccc([N+](=O)[O-])cc21
(5) CC(C)(C)OC(=O)N1C(=O)[C@@H](O[Si](c2ccccc2)(c2ccccc2)C(C)(C)C)[C@H]1/C=C/c1ccccc1
(6) CCOC(=O)c1c(C)oc2ncnc(N3CCN(CC(=O)Nc4ccccc4)CC3)c12
(7) COc1cc(C2C(C#N)=C(N)N(c3ccc(F)cc3F)C3=C2C(=O)CC(C)(C)C3)cc(OC)c1OC (stereo not given)
(8) CCOC(=O)c1cc(-c2ccccc2)nc2ccc(C)cc12
(9) CCCn1c(N)c(C(=O)CNc2ccc(I)cc2)c(=O)[nH]c1=O
(10) COc1ccc(C2=NN(C=O)C(c3sc(N4CCOCC4)nc3Cl)C2)cc1 (stereo not given)
assay / entry,1,2,3,4,5,6,7,8,9,10
OVCAR-5,108&95,96,98,22,90,101,108,102,137,106
SN12C,103&105,93,95,-18*,79,100,105,92,45,96
NCI/ADR-RES,106&100,103,101,24,89,101,105,108,77,99
OVCAR-3,116&115,98,98,-50*,62,113,114,112,65,105
IGROV1,118&116,107,106,24,86,98,103,110,·,87
SK-OV-3,112&93,95,110,·,88,106,102,111,56,96
NCI-H226,105,95,109,·,57,92,98,103,63,96
NCI-H23,104&99,99,98,1.5*,70,106,96,110,90,100
OVCAR-4,122&110,107,97,30,72,106,107,100,74,100

(11) O=S(=O)(Nc1ccc(-c2nc(-c3cccc(O)c3)c(-c3ccnc(Br)c3)[nH]2)cc1)c1ccccc1
(12) Cc1nc2sc3c(c2c(C)c1Br)NC(c1ccc(F)cc1)NC3=O (stereo not given)
(13) CC(C)Oc1c(C(=O)O)cccc1[N+](=O)[O-]
(14) C/C(C=O)=C\c1ccc2c(c1)OCO2
(15) Fc1cc2[nH]ncc2c2c3c(c(-c4cn[nH]c4)nc12)CCCC3
(16) CC(=O)O[C@@H]1CC2C(C)(C)CCCC2(C)C2=C1C(=O)C(C(C)C)=CC2=O (stereo not given in full)
(17) C/C=C\C=C(C(=O)OC)C(=O)OC
(18) Clc1ccc(C(c2c[nH]c3ccccc23)N2CCCC2)cc1 (stereo not given)
(19) CCOC(=O)C(=O)C=P(c1ccccc1)(c1ccccc1)c1ccccc1
(20) O=C(Nc1cc(-c2ccccc2)[nH]n1)c1ccccc1
assay / entry,11,12,13,14,15,16,17,18,19,20
OVCAR-5,65,127,99,110,4.2*,-45*,102,96,101,94
SN12C,44,99,120,110,7.6*,7.5*,107,104,103,85
NCI/ADR-RES,61,74,113,107,35,16,103,97,103,104
OVCAR-3,32,98,109,132,7.2*,0.0*,119,101,103,95
IGROV1,42,89,98,116,1.4*,7.5*,96,93,102,54
SK-OV-3,55,87,106,105,·,17,106,99,109,59
NCI-H226,40,86,106,85,1.5*,-78*,99,92,108,99
NCI-H23,16,95,109,102,-14*,8.9*,97,95,99,91
OVCAR-4,9.2*,90,·,109,16,13,106,91,111,74

(21) COc1ccc(S(=O)(=O)Nc2cc(/C=C\c3cc(OC)c(OC)c(OC)c3)ccc2OC)cc1
(22) CC(=O)OC(C)CC(OC(C)=O)C(C)C (stereo not given)
(23) NS(=O)(=O)c1cc(Cl)ccc1Cl
(24) c1ccc(-c2nn3c(-c4ccccc4)nnc3o2)cc1
(25) CC12O[C@H](C[C@@H](O)[C@H]1O)n1c3ccccc3c3c4c(c5c6ccccc6n2c5c31)C(=O)N(CCCN)C4=O
(26) O=C1c2ccccc2C(=O)N1C1CCCCC1
(27) O=C(Nc1nnc(-c2ccc(Cl)cc2Cl)s1)c1ccccc1
(28) CC1=C(C(=O)/C=C/c2ccc(Cl)cc2)C(c2ccccc2)NC(=S)N1 (stereo not given)
(29) CC(C)CC1NC(=O)C(CCCN)NC(=O)C(C(C)C)NC(=O)C2CCCN2C(=O)C(Cc2ccccc2)NC(=O)C(CC(C)C)NC(=O)C(CCCN)NC(=O)C(C(C)C)NC(=O)C2CCCN2C(=O)C(Cc2ccccc2)NC1=O (stereo not given)
(30) COc1ccc(Cn2cc(CSc3nc4ccccc4s3)nn2)cc1
assay / entry,21,22,23,24,25,26,27,28,29,30
OVCAR-5,31,101,106,117,97,95,102,104,-45*,92
SN12C,16,102,104,108,36,92,108,93,-82*,99
NCI/ADR-RES,11,99,107,113,101,105,106,101,0.4*,101
OVCAR-3,-20*,107,114,117,38,107,110,111,-73*,104
IGROV1,14,106,103,116,18,96,107,100,-35*,93
SK-OV-3,12,99,93,125,42,128,101,111,-77*,104
NCI-H226,12,112,93,124,27,96,98,103,-60*,·
NCI-H23,28,99,91,105,29,107,111,98,-76*,95
OVCAR-4,34,99,102,117,61,102,97,97,9.6*,99

(31) CC1(C)Oc2cc3oc(=O)ccc3cc2C[C@@H]1OCCNc1cccc(S(N)(=O)=O)c1
(32) CCN1CCN(c2nc(C)cc(NCc3cc(Nc4ccnc5cc(Cl)ccc45)ccc3F)n2)CC1
(33) Nc1nc(-c2cccc([N+](=O)[O-])c2)c(N=Nc2ccccc2)s1
(34) Cc1c(-c2cnc3ccc(Cl)cc3c2C(=O)O)nnn1-c1ccc([N+](=O)[O-])cc1
(35) COc1cc(C2=CC(c3ccc(C)cc3Br)N3C(C)=CSC3=N2)cc(OC)c1OC (stereo not given)
(36) COc1ccc(/C(C#N)=C/c2cccc(Cl)c2)cc1
(37) Cc1ccc(-c2cc3c(SCC(=O)Nc4cc(C(F)(F)F)ccc4Cl)nccn3n2)cc1
(38) N#CSCN1C(=O)C=CC1=O
(39) CCN(CC)S(=O)(=O)c1ccc(S(=O)(=O)N2CCC[C@@H](C(=O)OC3CC3)C2)cc1
(40) O=C(OCc1ccccc1)ON1C(=O)C2C3C=CC(C3)C2C1=O (stereo not given)
assay / entry,31,32,33,34,35,36,37,38,39,40
OVCAR-5,98,18,79,99,110,107,85,98,96,107
SN12C,95,44,71,98,95,95,74,113,77,114
NCI/ADR-RES,106,25,55,112,106,92,43,111,74,113
OVCAR-3,100,11,·,110,112,98,82,122,89,109
IGROV1,105,16,82,103,97,93,53,121,76,64
SK-OV-3,105,32,62,93,106,85,84,111,95,114
NCI-H226,100,69,73,100,100,84,54,92,69,110
NCI-H23,96,46,70,100,97,81,74,106,50,109
OVCAR-4,96,26,59,111,98,88,38,101,57,132

(41) Clc1ccc(C2=NN(c3cc(Cl)cc(Cl)c3)C(c3sc(Cl)nc3Cl)C2)cc1 (stereo not given)
(42) CCCC(=O)Oc1ccc(C(C)(C)C)cc1C
(43) Fc1ccccc1/C=C/c1nn2c(-c3ccncc3)nnc2s1
(44) O=C1c2cc3c(cc2-c2c1c1cc(Cl)c(Cl)cc1c(=O)n2C[C@H](O)CO)OCO3
(45) O=C(CCn1cnc2c(cc(-c3ccccc3)n2-c2ccncc2)c1=O)Nc1ccc(F)cc1
(46) COC(=O)c1cc(-c2cccs2)c(C#N)c(N)c1C#N
(47) CCCCCCCCCCCCCCCCC(Br)C(=O)OCC (stereo not given)
(48) O=[N+]([O-])c1ccc(N=NNc2ccc(N=Nc3ccccc3)cc2)cc1
(49) CCOC(=O)C(C#N)(CC)C(C)=C1CC1 (stereo not given)
(50) CCc1cc(C)cc(O)c1
assay / entry,41,42,43,44,45,46,47,48,49,50
OVCAR-5,95,107,108,-23*,110,105,108,96,106,106
SN12C,96,101,104,-22*,106,102,95,98,116,105
NCI/ADR-RES,107,105,103,-29*,101,106,109,92,108,111
OVCAR-3,103,108,·,-54*,104,108,85,97,107,126
IGROV1,105,103,101,-2.4*,·,94,114,85,118,92
SK-OV-3,96,104,107,-54*,107,101,·,108,100,102
NCI-H226,82,106,92,-62*,96,101,100,88,103,99
NCI-H23,97,97,95,-56*,101,97,96,83,102,107
OVCAR-4,104,109,106,-52*,118,·,110,80,117,112

(51) C/C(=N\O)C(c1ccccc1)c1ccccc1
(52) Cn1ccc2c1-c1[nH]c(=O)c(S(=O)(=O)c3ccccc3)cc1CCC2
(53) CC(C)C1=NOC(=O)C1=Cc1cn(-c2ccccc2)nc1-c1ccccc1
(54) O=C(N/N=C/c1ccc([N+](=O)[O-])cc1)c1ccc(Br)o1
(55) CC[C@]12C=CCN3CC[C@@]4(c5ccc(OC)cc5N(C)[C@H]4[C@@](O)(C(=O)OC)[C@@H]1OCc1cn(Cc4ccc(F)cc4)nn1)[C@@H]32
(56) CCOc1ccc(C(C)=O)cc1NC(=O)c1cc(C(=O)O)cc(-c2ccoc2)c1
(57) COc1cc(C(=O)OC2c3ccccc3CCC2N(C)C)cc(OC)c1OC (stereo not given)
(58) O=C(/C=C/c1ccccc1)NO
(59) CC1SC(=S)N(CCc2ccccc2)C1=O (stereo not given)
(60) O=C(O)c1cccc(Nc2ccc3nnc(-c4ccncc4)n3n2)c1
assay / entry,51,52,53,54,55,56,57,58,59,60
OVCAR-5,104,96,102,104,105,96,100,82,102,104
SN12C,98,100,79,102,93,101,102,93,100,103
NCI/ADR-RES,101,107,95,100,78,92,106,52,108,101
OVCAR-3,104,104,88,121,90,112,103,99,·,112
IGROV1,104,107,67,·,86,104,108,94,106,107
SK-OV-3,103,96,112,79,98,112,95,70,103,100
NCI-H226,93,96,95,100,79,101,98,86,104,·
NCI-H23,97,102,98,96,96,92,103,98,108,95
OVCAR-4,110,99,95,100,84,102,91,78,103,108

(61) CC(CCC(=O)O)(c1ccc(OC(=O)Nc2ccccc2Cl)cc1)c1ccc(OC(=O)Nc2ccccc2Cl)cc1
(62) CC1(C)CNC(=O)N1
(63) CC(C)(C)n1cc(-c2ccnc(NCCCNS(=O)(=O)c3ccc(Cl)cc3)c2)c(-c2cccc(O)c2)n1
(64) Cc1c(C(=O)/C=C/Nc2ccc(S(N)(=O)=O)cc2)sc2nc3ccccc3n12
(65) O=c1[nH]cc(I)cc1I
(66) Cn1ncc(CC(=O)O)c1-n1cnc2cc(Cl)ccc2c1=O
assay / entry,61,62,63,64,65,66
OVCAR-5,100,108,-21*,95,109,71
SN12C,105,·,18,78,103,105
NCI/ADR-RES,97,109,12,95,115,18
OVCAR-3,·,108,4.3*,99,95,109
IGROV1,99,100,8.6*,89,109,55
SK-OV-3,104,96,37,·,106,101
NCI-H226,109,93,14,79,105,99
NCI-H23,98,104,14,92,107,106
OVCAR-4,102,100,23,77,106,106
